Screens: PubChem, Sanford-Burnham Center for Chemical Genomics
mIAP block – blocks mouse intestinal alkaline phosphatase | purified mouse IAP, CDP-Star luminescence, 30 min | inhibition, % at 10 µM | 330,000 compounds, 0.2% hits | AID 2806;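 active means inhibition of at least 40% at 10 µM in the primary screen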;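 further: plate controls were DMSO with enzyme for no effect and no enzyme wells for full effect; values of inactives mirror those of a sister screen read the other way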
APOBEC3G inh – blocks human APOBEC3G single-stranded DNA deamination; Q9HC16; recombinant A3G, ssDNA deamination FAM/TAMRA fluorescence; inhibition, % at 20 µM; 330,000 compounds, 0.28% hits; AID 493012;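 active means inhibition of at least 40% at 20 µM, with no more than 30% in the related APOBEC3A deaminase screen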;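 further: plate controls were DMSO wells with A3G for no effect and wells lacking A3G enzyme for full effect; some compounds called inactive have numbers as strong as hits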
Target sequence (Q9HC16 whole entry, looked up): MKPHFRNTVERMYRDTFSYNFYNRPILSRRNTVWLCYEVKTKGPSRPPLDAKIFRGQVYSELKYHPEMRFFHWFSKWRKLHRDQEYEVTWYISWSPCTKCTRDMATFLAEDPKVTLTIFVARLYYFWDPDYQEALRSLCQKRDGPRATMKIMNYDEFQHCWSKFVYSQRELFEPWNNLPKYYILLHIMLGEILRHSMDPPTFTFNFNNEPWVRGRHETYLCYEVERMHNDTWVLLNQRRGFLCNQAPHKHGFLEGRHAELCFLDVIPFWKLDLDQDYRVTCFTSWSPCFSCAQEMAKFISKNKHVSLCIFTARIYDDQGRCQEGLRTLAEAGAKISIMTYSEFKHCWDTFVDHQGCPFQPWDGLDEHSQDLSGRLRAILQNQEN
tim10-1 inh – growth inhibitors of tim10-1 mutant yeast; S. cerevisiae tim10-1 ts strain growth, BacTiter-Glo, 24 h; inhibition, % at 20 µM; 330,000 compounds, 2.2% hits; AID 463190;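 active means inhibition of at least 40%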;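 further: mutant grown at 25 °C; 0% = DMSO wells with yeast and 100% = wells holding no yeast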
TIM10 inh – growth inhibitors of TIM10 yeast strain | inhibition, % at 10 µM | S. cerevisiae TIM10 strain growth, BacTiter-Glo luminescence, 24 h | 330,000 compounds, 1.4% hits | AID 463195;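 active means inhibition of 40% or more at the single tested concentration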;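 further: wild-type TIM10 isogenic control strain grown at permissive 25 °C; 0% = DMSO yeast wells and 100% = minimal medium wells without yeast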
A3A deaminase – human APOBEC3A DNA deaminase inhibition; P31941; recombinant A3A, FAM/TAMRA ssDNA deamination fluorescence; inhibition, % at 20 µM; 330,000 compounds, 0.41% hits;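 active means at least 40% inhibition at 20 µM here, with at most 30% in a related deaminase screen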;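 further: plate controls were A3A with DMSO for no effect and wells lacking A3A enzyme for full effect; some results filed as inactive read as strong as hits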
Target sequence (P31941 whole entry, looked up): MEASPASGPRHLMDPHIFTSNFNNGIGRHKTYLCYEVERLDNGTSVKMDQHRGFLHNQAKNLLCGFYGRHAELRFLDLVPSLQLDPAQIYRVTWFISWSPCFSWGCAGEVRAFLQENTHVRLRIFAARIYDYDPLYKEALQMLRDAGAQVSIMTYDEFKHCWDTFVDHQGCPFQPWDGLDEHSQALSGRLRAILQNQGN
mIAP act – mouse IAP activation; activation factor at 10 µM; muIAP, CDP-Star luminescence, 30 min; stronger effect = higher value; 1 = vehicle-only enzyme signal, 0 = enzyme-free wells; AID 2805; 330,000 compounds, 0.24% hits;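 active means activation factor of at least 2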; further: the source names both 10 and 20 µM as test concentration; values of inactives mirror those of a sister screen read the other way
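System: Mouse IAP enzyme | Also added: CDP-Star substrate | Dosing: Compounds dispensed in DMSO | Schedule: 30 min enzyme-substrate-compound incubation at room temperature | Technique: Chemiluminescence readout | Control set: DMSO-only wells and no-enzyme negative control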
NLRP3 yeast inh – blocks the NALP3 inflammasome reconstituted in yeast; Yeast reconstituted NLRP3/ASC/caspase-1, beta-gal luminescence, 24 h; inhibition, % at 10 µM; 330,000 compounds, 0.39% hits; AID 2825;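 active means inhibition of 50% or more; inactive means inhibition below 50%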;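 further: plate controls were induced DMSO wells for no effect and uninduced yeast grown without galactose for full effect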
beta cell repl – inducers of beta-cell replication in MIN6 cells; MIN6 cells proliferation, ATPlite luminescence, 48 h; cells starved in 0.2% serum; 100% = growth in 10% serum; proliferation, % at 10 µM; 330,000 compounds, 0.29% hits; AID 2380;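 active means compounds whose signal lies at least 3.5 SD above the mean of all wells on their plate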;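 further: 0% = DMSO-treated cells in low-serum medium and 100% = 10% serum control; some compounds called inactive have numbers as strong as hits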
hIAP inh – blocks human intestinal alkaline phosphatase; P09923; purified IAP, CDP-Star luminescence, 30 min; inhibition, % at 10 µM; 330,000 compounds, 0.12% hits; AID 2544;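 active means inhibition reaching a set limit with compound at 10 µM in the primary screen, cut at about 35% in these data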;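 further: plate controls were DMSO wells with enzyme for no effect and no-enzyme buffer wells for full effect; values of inactives mirror those of a sister screen read the other way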
An asterisk follows results filed as active.

Compound,mIAP block,APOBEC3G inh,tim10-1 inh,TIM10 inh,A3A deaminase,mIAP act,NLRP3 yeast inh,beta cell repl,hIAP inh
COc1cccc(NC(=O)CN(C)C(=O)/C=C/c2ccc3ccccc3n2)c1,-3,-8,10,2,0,1,14,0,-18
C/C(=N\NC(=O)c1cccc(C)c1O)c1ccc(NC(=O)Cc2ccccc2)cc1,-2,2,-19,-20,7,1,9,-4,-4
COc1cc(C[C@@H]2C(=O)OC[C@H]2Cc2ccc(OC)c(OC)c2)ccc1O,3,-10,8,6,-5,0.97,3,-7,13
COc1cccc(OCC(=O)NN=C2c3ccccc3-c3ccccc32)c1,10,-6,22,10,4,0.9,6,3,11
CCC(C(=O)O)n1nnc(-c2ccc(-c3ccc(OC)cc3)cc2)n1 (stereo not drawn),-7,-2,14,-12,-3,1.1,8,0,-22
COCCCNC(=O)[C@H](CSCc1ccccc1)N1Cc2ccccc2C1=O,-4,-6,11,0,-4,1,2,0,-12
COc1ccc(OC)c(NC(=O)CN2C(=O)NC(C)(c3ccc4c(c3)OCCO4)C2=O)c1 (stereo not drawn),9,8,15,11,2,0.91,1,-4,0
COC(=O)c1cc(OC)c(OC)cc1N=CC1=C(O)CC(C)(C)CC1=O,-4,0,14,10,1,1,13,-2,18
CCO[C@@H]1OC(C(N)=O)=C[C@H](C(C)(C)C)[C@H]1CCCO,-9,-6,0,-4,-1,1.1,12,5,0
COc1cc([N+](=O)[O-])ccc1NC(=O)COC(=O)c1n[nH]c2ccccc12,14,-6,21,4,-6,0.86,17,-1,-13
NCCCC[C@@H]1NC(=O)c2cc([N+](=O)[O-])cc(F)c2NCCCC[C@@H](C(N)=O)NC(=O)[C@H](CCC(N)=O)NC1=O,-6,-7,-10,2,2,1.1,-5,0,2
CCC(C)[C@H](NC(=O)NCc1ccccn1)C(=O)OC (stereo partly drawn),2,-4,5,-11,1,0.98,10,-2,16
O=C(N/N=C/C=C\c1ccccc1[N+](=O)[O-])c1ccncc1,1,-4,-1,-1,-2,0.99,12,-3,5
CC(C)(C)C(=O)CNCC(=O)C(C)(C)C,4,-1,8,9,-1,0.96,6,0,-4
CN1CCN(C2=C(NS(=O)(=O)c3ccccc3)C(=O)c3ccccc3C2=O)CC1,0,9,15,12,1,1,10,-7,-10
CC1CCCN(C(=O)COC(=O)CSc2ccc(C(N)=O)cc2[N+](=O)[O-])C1 (stereo not drawn),6,-2,10,3,22,0.94,14,1,7
CC(C)N(C(=O)Cn1c(SCC(=O)NCc2ccc3c(c2)OCO3)nc2ccccc21)C(C)C,-10,-4,18,-2,-3,1.1,10,1,-6
CCOC(=O)c1c(-c2ccc(OC)cc2)csc1/N=C/N(C)C,7,-10,17,13,-3,0.93,9,3,-2
CCNC(=O)NC(=O)C(C)OC(=O)c1cccn1C (stereo not drawn),0,-2,11,-2,0,1,21,0,8
CCC(CC)CN1C(N(C)C)=NC[C@@H]1CC(C)C,7,-3,-13,-5,-1,0.93,-9,-5,14
COc1ccc(C(CNC(=O)COc2cc(C)c(Cl)c(C)c2)N2CCCCC2)cc1 (stereo not drawn),3,-5,36,11,-1,0.97,24,-7,1
CCC(=O)N(Cc1ccc2c(c1)OCO2)Cc1cc2cc(OC)ccc2[nH]c1=O,-4,-6,14,3,-2,1,13,0,-2
COc1ccc(N2CCN(C(=O)CSc3ccc([N+](=O)[O-])cc3)CC2)cc1,2,-7,10,-13,-5,0.98,23,-3,0
COCCN(C)C(=O)CCc1nnc(Cc2ccc(-c3ccccc3)cc2)o1,-11,-5,12,-6,-9,1.1,12,3,-19
Cc1cccc(N2CCN(C(=O)c3ccccc3SCC(=O)N3CCCC3)CC2)c1C,-4,-7,-2,6,-1,1,17,-4,14
Cc1cc(OCC(F)(F)C(F)(F)C(F)(F)C(F)F)nc(N)n1,11,0,24,2,4,0.89,7,-4,-8
Nc1cc(=O)[nH]c(SCC(=O)Nc2ccc(N3CCCCC3)cc2)n1,-1,-7,-21,6,-3,1,12,0,-8
CCOC(=O)c1cnc2c(-c3ccc(Cl)cc3)c(C)nn2c1N,7,-5,-13,-18,-16,0.93,14,-1,-27
CCC(C)NC(=O)C1CCN(S(=O)(=O)c2ccc(Br)s2)CC1 (stereo not drawn),10,-6,18,-6,-3,0.9,-6,0,-15
Clc1ccc(CN2CCSCC2)cc1Cl,-6,-6,-27,-12,-8,1.1,24,-1,2
COc1ccc(-c2noc(N3CCC(C(=O)Nc4cc(OC)ccc4OC)CC3)n2)cc1,7,6,23,1,-7,0.93,22,-4,0
COc1ccc(C2C(C(=O)O)CC(=O)N2c2ccc(OC)cc2)cc1 (stereo not drawn),11,1,-2,-9,2,0.89,8,0,2
Cc1ccnc(NC(=S)NC(=O)c2cncc(Br)c2)c1,5,3,26,21,7,0.95,25,-1,-7
COc1cccc(C(=O)Oc2c(Br)cc(Br)cc2/C=N/NC(=O)c2cc(C)[nH]n2)c1,9,-1,6,21,1,0.91,18,-6,-24
O=C(N/N=C/c1cccnc1)c1ccc(O)cc1,5,-8,-13,4,-6,0.95,-7,-1,6
O=C(NCC(=O)N1CCC2(CC1)NCCc1[nH]cnc12)c1ccc2ccccc2c1,8,-9,-10,0,-5,0.92,6,3,-28
O=C(Cc1ccccc1F)c1ccc(O)cc1O,-4,-6,43*,22,-3,1,7,-2,9
Nc1nc(SCc2ccccc2)n[nH]1,11,-4,20,11,-3,0.89,10,-1,9
Cc1[nH]c(=O)[nH]c(=O)c1S(=O)(=O)N1CCC(C(=O)NC(C)c2ccccc2)CC1 (stereo not drawn),5,7,0,2,5,0.95,0,-2,4
CNc1nc(OC)nc(N(C#N)CN2C(=O)c3ccccc3S2(=O)=O)n1,6,-7,3,5,0,0.94,1,-3,-6
CN(CC(=O)Nc1ccccc1Cl)C(=O)COC(=O)c1ccccc1[N+](=O)[O-],8,-4,12,5,6,0.92,19,2,-5
COc1ccc(C(=O)O/N=C2\CCS(=O)(=O)c3sccc32)cc1,3,-4,-17,-6,19,0.97,13,-3,4
COCCNC(=O)C(c1ccc(Cl)cc1)N(Cc1ccco1)C(=O)CCC(=O)Nc1ccccn1 (stereo not drawn),7,-5,21,9,-2,0.93,-1,-2,-6
CCOC(=O)N1CCc2c(sc3c2c(=O)n(-c2ccc(CC)cc2)c(=O)n3CC(=O)NCC2CCCO2)C1 (stereo not drawn),-14,4,1,1,1,1.1,9,-3,-24
O=C(c1ccc2nc(Cc3ccccc3F)oc2c1)N1CCCC1,6,-4,22,0,-3,0.94,18,-1,-2
NS(=O)(=O)c1ccc(N/N=C/c2ccccc2C(=O)O)c([N+](=O)[O-])c1,9,4,-1,7,7,0.91,4,1,8
COc1ccc(N2CCN(C(=O)CSc3nnc(CNc4ccccc4)o3)CC2)cc1,-10,-5,17,12,-6,1.1,8,-3,-2
COc1ccc(-n2cnnc2SCC(=O)N2CCN(S(=O)(=O)c3ccccc3)CC2)cc1,-7,-5,13,3,1,1.1,19,-2,-19
O=C(O)CC/C(=N\NC(=O)c1ccccc1)c1cccs1,-6,0,6,-17,-2,1.1,-5,-3,-10
N#Cc1ccccc1S(=O)(=O)N1CCN(CC(O)COc2ccccc2F)CC1 (stereo not drawn),-3,-4,19,-2,4,1,10,-4,3
Fc1ccccc1/C=N/Nc1ncnc2nc[nH]c12,0,-4,-4,-2,-2,1,11,-3,-69
Cc1ccc(S(=O)(=O)N[C@H](C(=O)OCC(=O)NC(=O)NCc2ccco2)C(C)C)cc1,-2,-7,14,-3,0,1,14,1,-8
CC(=O)c1sccc1NC(=O)CC(C)(C)CC(=O)O,-9,4,-17,-18,2,1.1,4,-4,11
CCSc1nc(N)c(C#N)c(-c2ccco2)c1C#N,7,-5,27,-21,-2,0.93,19,14*,6
CCNC(=S)N1CCN(c2nc(-c3ccc(F)cc3)cs2)CC1,-5,-6,18,9,-2,1.1,8,-3,-22
CC(C)(C)C(=O)Nc1nnc(Cc2ccccc2)s1,1,-4,22,10,2,0.99,4,1,17
COc1ccc(-c2c(C)nn3c(N4CCN(Cc5ccccc5)CC4)cc(C)nc23)cc1OC,-3,-8,34,15,-5,1,20,-5,-3
CC(C)=CCOc1ccc([C@@H]2COc3c(ccc4c3C=CC(C)(C)O4)C2)c(O)c1,3,-10,5,7,-2,0.97,16,-6,23
COc1ccc(S(=O)(=O)N[C@H](C(=O)N2CC[C@@]3(O)CCCC[C@H]3C2)c2ccccc2)cc1,2,-6,13,9,-4,0.98,8,-1,6
Cn1c(SCC(=O)NC2CC2)nnc1-c1ccccc1,13,-5,-10,6,-1,0.87,22,1,15

Following part
Compound,mIAP block,APOBEC3G inh,tim10-1 inh,TIM10 inh,A3A deaminase,mIAP act,NLRP3 yeast inh,beta cell repl,hIAP inh
O=C(c1ccccc1)c1nc2ccccc2n(CCCn2c(=O)c(C(=O)c3ccccc3)nc3ccccc32)c1=O,12,-5,13,23,-1,0.89,3,1,17
CC(C)C[C@H](NC(=O)c1cc2cc(Cl)ccc2n1C)C(=O)N1CCC[C@H]1C(=O)O,-8,-2,-15,0,5,1.1,15,6,-3
CCCC[C@@H]1CCCO[C@@](C(=O)NCc2cc(C)n(C)n2)(C(F)(F)F)C1,2,-6,18,0,-2,0.98,18,2,3
COc1ccc(S(=O)(=O)N(CC(=O)Nc2ccc(S(=O)(=O)N3CCOCC3)cc2)c2ccccc2)cc1,-67,-9,8,16,-3,1.7,6,1,-1
Cc1cc(C)c(S(=O)(=O)c2ccccc2)c(OC(=O)c2cc(F)c(F)cc2Cl)n1,16,0,48*,45*,6,0.84,26,2,-15
Fc1ccc(NCc2nnc(SCc3nnc(-c4ccccc4)o3)n2Cc2ccccc2)cc1,-7,-1,28,24,-1,1.1,6,-2,-19
C=CC[C@@H](Cc1ccc(F)cc1)C(=O)OC[C@@H]1CCCN1C(=O)[C@H](CC=C)CC(=O)N[C@H](CO)Cc1ccccc1,5,-3,21,10,2,0.95,22,-6,7
Cc1ccc(C2(CC(=O)O)CCOC(C)(C)C2)cc1 (stereo not drawn),0,-4,9,2,-1,1,3,2,11
CN(C)c1nc(C(F)(F)F)cc(=O)[nH]1,-1,-4,3,5,-6,1,5,1,-4
CCOC(=O)C1=C(C)NC(=S)NC1C (stereo not drawn),-1,-3,6,17,-1,1,6,-2,10
COCc1[nH]nc2c1C(c1cccc(OC)c1)C(C#N)=C(N)O2 (stereo not drawn),-1,6,13,6,7,1,21,-1,-8
CC(=O)Nc1ccc(S(=O)(=O)Nc2ccc(NC(=O)c3ccco3)cc2)cc1,6,-1,-3,3,3,0.94,-13,-1,12
CSCCC(NC(=O)c1ccccc1Cl)C(=O)N1CC(C)OC(C)C1 (stereo not drawn),-9,-6,4,3,-5,1.1,7,-2,20

One compound at a time, from the list above. Order of screens: mIAP block, APOBEC3G inh, tim10-1 inh, TIM10 inh, A3A deaminase, mIAP act, NLRP3 yeast inh, beta cell repl, hIAP inh
CN1CCN(C2=C(NS(=O)(=O)c3ccccc3)C(=O)c3ccccc3C2=O)CC1 in the list: 0, 9, 15, 12, 1, 1, 10, -7, -10
CN(CC(=O)Nc1ccccc1Cl)C(=O)COC(=O)c1ccccc1[N+](=O)[O-] in the list: 8, -4, 12, 5, 6, 0.92, 19, 2, -5
